Tau fluor counter: counter-screen for tau fibril formation inhibitors; tau K18 P301L Alexa594 fluorescence, heparin fibrillization; Potency, µM (titrated, usually from 57.7 µM), for inactives: top-dose activity change, negative = decrease; hit rate 0.93% among 280,000; AID 1463; note: % is set by controls: 0 for no effect and ±100 for the full control effect; nearly all actives have a fitted effect of over 55% in size
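Human tau K18 P301L (15 uM unlabeled, 0.24 uM Alexa 594-labeled) in 100 mM sodium acetate pH 7 with 20 uM heparin, 6 hr at 37 C. ThT 30 uM added, 1 hr ambient; Alexa 594 FP and total fluorescence read at 555/632 nm.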
Tau fibril ThT: tau fibrillization inhibition (ThT binding) | recombinant tau K18 P301L (four-repeat tau fragment), heparin-induced fibrillization, ThT fluorescence | Potency, µM (top dose mostly 57.4 µM), for inactives: top-dose activity, negative = inhibition, actives largely listed as inhibitors | hit rate 2.1% among 270,000; note: % is set by controls: 0 for no effect and ±100 for the full control effect; nearly all actives have a fitted effect of over 55% in size
Target sequence (P10636 561-689 P618L limits assumed): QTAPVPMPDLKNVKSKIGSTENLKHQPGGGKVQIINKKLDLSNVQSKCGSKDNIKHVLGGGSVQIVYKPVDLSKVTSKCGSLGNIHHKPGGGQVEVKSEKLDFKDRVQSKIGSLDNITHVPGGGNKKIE
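Heparin-induced fibrillization of the P301L-mutant K18 repeat-domain fragment of human tau was followed by ThT binding in quantitative high-throughput format.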
JMJD2E inh: JMJD2E (human) inhibition. B2RXH2. JMJD2E catalytic domain, FDH-coupled NADH fluorescence (FDH is formaldehyde dehydrogenase). Potency, µM (titrated, usually from 57.1 µM), inactives show top-dose activity change, negative = inhibition, actives largely listed as inhibitors. hit rate 1.6% among 230,000; active = well fitted inhibition curve with a large enough effect, not every such curve was filed as active; inconclusive = small, poorly fitted or top-dose-only effect, or another doubt; inactive = no such curve, though single readings can be large or run the other way;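 note: 0% = wells with enzyme and -100% = buffer wells without enzyme; nearly all actives have a fitted effect of over 50% in size; many of its hits are not listed in these tables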
Target sequence (B2RXH2 1-337 limits assumed): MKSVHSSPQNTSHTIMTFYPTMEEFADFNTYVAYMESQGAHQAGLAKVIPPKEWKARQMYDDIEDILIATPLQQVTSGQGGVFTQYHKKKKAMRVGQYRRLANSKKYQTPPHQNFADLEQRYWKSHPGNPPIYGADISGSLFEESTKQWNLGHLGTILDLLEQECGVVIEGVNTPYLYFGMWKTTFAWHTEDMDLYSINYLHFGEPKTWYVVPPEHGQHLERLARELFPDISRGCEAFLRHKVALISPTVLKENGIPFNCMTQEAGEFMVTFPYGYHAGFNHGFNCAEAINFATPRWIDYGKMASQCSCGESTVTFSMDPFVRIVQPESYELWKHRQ
ALDH1A1 block: ALDH1A1 (human) enzyme inhibition; Purified ALDH1A1, NADH fluorescence, propionaldehyde substrate; AID 1030; P00352; Potency, µM (titrated, usually from 75.3 µM), inactives show at the top dose activity, negative = inhibition, hits mostly inhibitors; hit rate 7.3% among 220,000; active = well fitted inhibition curve with a large enough effect, not every such curve was filed as active; inconclusive = small, poorly fitted or top-dose-only effect, or another doubt; inactive = no such curve, though single readings can be large or run the other way;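 note: plate controls were no enzyme wells and a reference inhibitor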
Target sequence (P00352 whole entry, looked up): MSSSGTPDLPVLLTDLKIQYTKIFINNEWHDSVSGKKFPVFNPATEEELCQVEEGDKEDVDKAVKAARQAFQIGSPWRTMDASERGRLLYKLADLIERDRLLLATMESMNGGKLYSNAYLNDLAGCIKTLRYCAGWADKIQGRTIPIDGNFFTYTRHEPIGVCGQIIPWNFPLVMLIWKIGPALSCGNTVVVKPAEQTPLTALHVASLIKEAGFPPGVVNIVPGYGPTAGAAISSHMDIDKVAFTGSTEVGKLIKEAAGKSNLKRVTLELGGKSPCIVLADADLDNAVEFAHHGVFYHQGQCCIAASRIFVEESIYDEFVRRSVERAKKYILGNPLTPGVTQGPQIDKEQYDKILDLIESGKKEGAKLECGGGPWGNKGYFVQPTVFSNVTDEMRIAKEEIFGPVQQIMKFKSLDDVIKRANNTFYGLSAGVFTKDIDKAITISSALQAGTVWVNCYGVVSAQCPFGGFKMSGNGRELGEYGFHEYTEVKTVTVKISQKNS
HTT ATP protect: cytoprotection in Huntington HTT-Q103 PC12 cell model; PC12 HTT-Q103 induced, cytoprotection, ATP luminescence, 40 h; Potency, µM (doses to about 56.4 µM), for the others: cytoprotection (ATP increase), hits mostly activators; hit rate 0.14% among 230,000;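 note: % of control where 0% means no effect; nearly all actives have a fitted effect of over 45% in size; toxic huntingtin expression switched on by the ecdysone agonist tebufenozide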
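Compounds were screened for protection of PC12 cells against cell death after tebufenozide induction (100 nM final) of mutant Huntingtin exon 1 (Q103) fused to GFP.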
SMN2 splice enh: increases expression of the SMN2 splice variant | AID 1458 | Potency, µM (titrated, usually from 46.1 µM), for the others: at the highest dose activity change, positive = activation, most hits filed as activators | HEK293 SMN2-luciferase splicing reporter, luminescence, 30-36 h | hit rate 2.8% among 210,000; note: % of control where 0% means no effect; nearly all actives have a fitted effect of over 55% in size
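HEK293 cells carry an SMN2 minigene-luciferase reporter in which exon 7 inclusion puts luciferase in frame. Cells were seeded at 2000 cells/well, attached for 10-12 hours, then exposed to compounds for 30-36 hours at 37C before ONE-Glo luminescence.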
HTT aggregate: mutant huntingtin aggregation inhibition. PC12 HttQ103-GFP aggregates, Acumen cytometry, 40 h. Potency, µM (series often up to 46.1 µM), without a hit: top-dose activity change, negative = inhibition, most hits filed as inhibitors. hit rate 1.1% among 220,000; note: % is set by controls: 0 for no effect and ±100 for the full control effect; nearly all actives have a fitted effect of over 60% in size
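Compounds (qHTS titration) were added to PC12 cells expressing an ecdysone-driven HTT exon 1 Q103–GFP fusion after induction with 100 nM tebufenozide. Aggregate formation was measured as GFP objects in cell lysates.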
Tau FP inhib: blocks human tau fibril formation measured by polarization; K18 P301L tau heparin fibrillization, Alexa594 FP, 6 h; Potency, µM (titrated, usually from 57.7 µM), for inactives: at the top dose activity, negative = inhibition, usual class: inhibitors; hit rate 0.39% among 280,000; note: % is set by controls: 0 for no effect and ±100 for the full control effect; nearly all actives have a fitted effect of over 55% in size
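Steps: dispense K18 P301L tau (15 uM plus 0.24 uM Alexa 594 tracer, final) in pH 7 sodium acetate; add compound; add heparin (20 uM final); incubate 6 hr, 37 C; add ThT (30 uM final); after 1 hr ambient, read FP.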
Numbers without * were called inactive; ? = inconclusive; nt = not tested or not shown; [ ] = dose if it differs, or a comment. Unless noted, calls come from the whole dose curve; as a rule, active = well fitted curve in the direction sought with a large enough effect; inconclusive = small, poorly fitted or top-dose-only effect, or another doubt; inactive = no such curve, though single readings can be large; an effect the other way counts as inactive or inconclusive. Potency is the fitted concentration of half-maximal effect. An excerpt; rates above refer to the full screens.

Structure | Tau fluor counter | Tau fibril ThT | JMJD2E inh | ALDH1A1 block | HTT ATP protect | SMN2 splice enh | HTT aggregate | Tau FP inhib
COC(C#CCCN(C)C)(c1ccccc1)c1ccccc1 | 1% | -6% | -2% | ? | -2%[10 µM] | 0% | -6% | 6%
O=C(Nc1cccc(-c2cn3ccccc3n2)c1)c1cnccn1 | -2% | -17% | -1% | 2% | -6%[10 µM] | ? | 12% | -8%
CSCC[C@H](NC(=O)c1nn(C)c(=O)c2ccccc12)c1nc2ccccc2[nH]1 | -7% | 7% | 1% | 16% | -18% | 5% | 2% | 3%
COc1ccc2c(c1)[nH]c(=O)c1sc3ccccc3c12 | -16% | -17% | ? | ? | -32% | -1% | ? | -4%
O=C(Nc1cccnc1)OC1CCCCC1 | -4% | -1% | 12% | 11% | -31% | 14% | 4% | -3%
C=CCn1c(C)cc(C(=O)CN2NS(=O)(=O)c3ccccc3C2=O)c1C | 5% | 0% | 0% | ? | -76%[inhibitor] | -15% | -5% | -2%
Cc1cc(C(C)(C)C)ccc1OCCN1CCCC1 | -7% | -6% | ? | -12% | 20%[10 µM] | 9% | 12% | 3%
Cc1ccc(/C=C/S(=O)(=O)NCC(=O)O)cc1 | 11% | 4% | 5% | 6% | -9% | -16% | 20% | 0%

Continued (two carried over from the part before).
Structure | Tau fluor counter | Tau fibril ThT | JMJD2E inh | ALDH1A1 block | HTT ATP protect | SMN2 splice enh | HTT aggregate | Tau FP inhib
Cc1cc(C(C)(C)C)ccc1OCCN1CCCC1 | -7% | -6% | ? | -12% | 20%[10 µM] | 9% | 12% | 3%
Cc1ccc(/C=C/S(=O)(=O)NCC(=O)O)cc1 | 11% | 4% | 5% | 6% | -9% | -16% | 20% | 0%
O=C(C(=O)N1CCc2ccccc2C1)c1c[nH]c2ccccc12 | -13% | -2% | 4% | -3% | -25% | 6% | -2% | 1%
COC(CN1C(=O)C(O)=C(C(C)=O)C1c1ccccn1)OC (stereo not given) | 0% | -3% | ? | 5% | -8% | 22% | -14% | -5%
C(=N\N1CCN(C2c3ccccc3-c3ccccc32)CC1)/c1ccccn1 | -11% | -19% | 9% | 7% | -5% | 18% | 10% | -3%
Cc1ncc(CO)c(/C=N/NC(=O)c2cc(O)c(O)c(O)c2)c1O | ? | ? | 13µM* | ? | 13%[10 µM] | -20% | 8% | -16%
CCC(O)(CC)C(=O)N=Nc1c(O)[nH]c2ccccc12 | -4% | 4% | 1% | ? | 3%[10 µM] | nt | 2% | 10%
c1ccc2c(NCC3CCCO3)nc(N3CCOCC3)nc2c1 (stereo not given) | 10% | -2% | ? | ? | 15%[10 µM] | -1% | 3%[9.22 µM] | 6%
O=C(Nc1ccnc(-c2ccncc2)n1)c1ccc(Cl)cc1 | -5% | -2% | 1% | -3% | -41%[inhibitor] | -2% | 25%[9.22 µM] | 1%
CN(C)/C=N/c1sc2c(c1C#N)CCC2 | -8% | ? | ? | 10µM* | -18%[10 µM] | -29% | 1% | 2%
O=C(N/N=C/C=C/c1ccccc1[N+](=O)[O-])c1cccnc1 | 8% | 6% | 1% | 11% | 30%[10 µM] | nt | 17%[9.22 µM] | 9%
O=S(=O)(c1ccc2ccccc2c1)N1CCN(S(=O)(=O)N2CCCCC2)CC1 | -8% | -9% | 1% | 2% | ? | 2% | 4% | -1%
COC(=O)c1nn(-c2ccc(F)cc2)ccc1=O | -3% | -7% | ? | -7% | -5%[10 µM] | nt | 6%[9.22 µM] | 10%
CC#CCN(CC#CC)S(=O)(=O)c1ccc(S(=O)(=O)N2CCOCC2)cc1 | -2% | 4% | 1% | -11% | -8%[10 µM] | -12% | -9% | 1%
Cc1ccc(/C=N/NC(=O)c2ccccn2)s1 | -10% | 1% | 2% | -8% | nt | 4µM* | 5% | -10%
CCOc1ccccc1NC(=S)N1CCN(c2nc(-c3cccc(OC)c3)cs2)CC1 | ? | -15% | 1% | -4% | nt | -17% | nt | 0%
COC(=O)CN1C(=O)CC(C)(C)Sc2ccccc21 | -5% | -2% | 5% | 11% | -13% | -1% | 5% | -5%
CC(=O)OC[C@@H]1O[C@H](C/C=N\OCC[C@H]2C=C[C@H](OC(C)=O)[C@@H](COC(C)=O)O2)C=C[C@@H]1OC(C)=O | -8%[11.6 µM] | -5%[11.5 µM] | nt | 12%[13.5 µM] | -10%[10 µM] | nt | nt | -5%[11.6 µM]

Sorted by heavy-atom count (highest first): some entries from above
Structure | Tau fluor counter | Tau fibril ThT | JMJD2E inh | ALDH1A1 block | HTT ATP protect | SMN2 splice enh | HTT aggregate | Tau FP inhib
CC(=O)OC[C@@H]1O[C@H](C/C=N\OCC[C@H]2C=C[C@H](OC(C)=O)[C@@H](COC(C)=O)O2)C=C[C@@H]1OC(C)=O | -8%[11.6 µM] | -5%[11.5 µM] | nt | 12%[13.5 µM] | -10%[10 µM] | nt | nt | -5%[11.6 µM]
O=S(=O)(c1ccc2ccccc2c1)N1CCN(S(=O)(=O)N2CCCCC2)CC1 | -8% | -9% | 1% | 2% | ? | 2% | 4% | -1%
CC#CCN(CC#CC)S(=O)(=O)c1ccc(S(=O)(=O)N2CCOCC2)cc1 | -2% | 4% | 1% | -11% | -8%[10 µM] | -12% | -9% | 1%
c1ccc2c(NCC3CCCO3)nc(N3CCOCC3)nc2c1 (stereo not given) | 10% | -2% | ? | ? | 15%[10 µM] | -1% | 3%[9.22 µM] | 6%
O=C(N/N=C/C=C/c1ccccc1[N+](=O)[O-])c1cccnc1 | 8% | 6% | 1% | 11% | 30%[10 µM] | nt | 17%[9.22 µM] | 9%
COC(=O)CN1C(=O)CC(C)(C)Sc2ccccc21 | -5% | -2% | 5% | 11% | -13% | -1% | 5% | -5%
Cc1ccc(/C=N/NC(=O)c2ccccn2)s1 | -10% | 1% | 2% | -8% | nt | 4µM* | 5% | -10%
CN(C)/C=N/c1sc2c(c1C#N)CCC2 | -8% | ? | ? | 10µM* | -18%[10 µM] | -29% | 1% | 2%

(next part)
Structure | Tau fluor counter | Tau fibril ThT | JMJD2E inh | ALDH1A1 block | HTT ATP protect | SMN2 splice enh | HTT aggregate | Tau FP inhib
COCCN1Cc2cccc(C(=O)NC3CCCCCC3)c2C1=O | -1% | -1% | 3% | ? | nt | -24% | -15% | 5%
CCOC(=O)C1(Cc2ccccc2C(F)(F)F)CCN(C(=O)c2cc(C(C)=O)n[nH]2)CC1 | -2% | -6% | 3% | 5% | 13%[10 µM] | 6% | -14%[9.22 µM] | 2%
c1cnc2c(SCc3ccc(-c4nnco4)cc3)cccc2c1 | -24% | ? | ? | ? | -23% | -1% | 22% | -2%
Cc1ccc(C(=O)N2NC(c3ccc(F)cc3)C3C(=O)N(c4ccc(C)cc4)C(=O)C32)cc1 (stereo not given) | -15% | -5% | ? | -15% | nt | -11% | 7% | -6%
CC(=O)Nc1nnc(SCc2cccc(F)c2)s1 | -2% | -1% | -3% | 3% | -1% | nt | -6%[9.22 µM] | -7%
Cc1ccc(C(NC(=O)C2CCCCC2)c2c(O)ccc3ccccc23)cc1 (stereo not given) | -22% | -1% | ? | ? | -9%[10 µM] | -9%[1.84 µM] | -71% | -6%
CC(C)(C)C(=O)Nc1ccccc1C(=O)Nc1cc(Cl)ccc1Cl | -14% | -7% | -1% | -8% | -9% | -10% | 6% | -10%
Cc1cc(C)c(S(=O)(=O)NCCc2cc3ccc(C)cc3[nH]c2=O)c(C)c1 | -10% | -13% | nt | nt | nt | 2% | nt | 2%
CCCCN(C)C(=O)c1cn(C)c2ccc(S(=O)(=O)N3CCC(C)CC3)cc2c1=O | -17% | -7% | nt | nt | nt | -13% | nt | -1%
CC1CN(C(=S)NC(=O)C2CCCCC2)CC(C)O1 (stereo not given) | 0% | 1% | 4% | -1% | ? | 2% | 6% | 2%
O=[N+]([O-])c1ccc(O)c(/C=N/Nc2ccccn2)c1 | -24% | ? | ? | -3% | -58%[inhibitor][10 µM] | -86%[inhibitor] | ? | 10%
COc1ccc(C)cc1NC(=O)C(OC(=O)c1cccc(S(=O)(=O)N(C)c2ccccc2)c1)c1ccccc1 (stereo not given) | -8% | -1% | -18% | ? | -8%[10 µM] | -24% | -4% | -7%
O=c1[nH]c(C2CCCN(S(=O)(=O)c3ccccc3Cl)C2)nc2c1nnn2Cc1ccc(OC(F)(F)F)cc1 (stereo not given) | -7% | 1% | nt | nt | nt | -5% | nt | -4%
O=C(COc1ncnc2ccccc12)c1ccc(Cl)cc1 | -4% | 1% | -5% | -1% | -25% | ? | 10% | 1%
CCOC(=O)C1CCN(CCC(=O)Nc2ccc(Cl)cc2)CC1 | -14% | -13% | 1% | -7% | 13% | 7% | 6% | -2%
O=C1N/C(=N/N=C/c2ccccc2O)SC1Cc1ccc(F)cc1 (stereo not given) | -8%[0.0958 µM] | nt | 0% | nt | -48%[inhibitor][10 µM] | nt | -11%[9.22 µM] | -3%[0.0958 µM]
CN(C)c1ccc(C2C3C(=O)N(c4ccc(C(=O)O)cc4)C(=O)C3ON2c2ccccc2)cc1 (stereo not given) | -8% | -16% | -7% | ? | -20% | 10% | 13% | -7%
Oc1ccc(N=C/C=C/c2cccc(Br)c2)cc1-c1nc2ccccc2s1 | ? | 6.3µM* | 25µM* | ? | -2%[10 µM] | 76% | -9% | -15%
COc1ccc(-c2cc(C)nc(SCC(=O)c3cccc([N+](=O)[O-])c3)n2)cc1 | ? | -13% | 4% | -3% | 3% | -19% | 0% | 10%
CC(C(=O)Nc1nncs1)N1C(=O)C2C3C=CC(C3)C2C1=O (stereo not given) | 2% | 3% | -4% | 13% | nt | 16% | 1% | -4%
CC(C)(C(O)c1ccc([N+](=O)[O-])cc1)[N+](=O)[O-] (stereo not given) | -8% | -14% | ? | ? | 0% | -3% | nt | -8%
Cc1cccc(-c2noc(-c3cc4ccccc4oc3=O)n2)c1 | -9% | ? | ? | ? | -14% | ? | 7% | -2%
CCOCCCNC(=S)N1CCN(Cc2ccco2)CC1 | -1% | 1% | -22% | 14µM* | nt | 12% | 27% | -4%
Fc1cccc(/C=N/Nc2nc3ccccc3[nH]2)c1 | ? | ? | -7% | 3% | -27% | ? | -12% | 7%
N#CCC(=O)Nc1ccc(C(F)(F)F)cc1N1CCOCC1 | -20% | -4% | ? | 2% | 6% | 3% | -12% | 6%

Screening results (PubChem BioAssay)
